Assay outcomes (PubChem)
a7 integrin act – activators of alpha7 integrin expression for muscular dystrophy | alpha7betagal myoblasts, beta-gal FDG fluorescence, 48 h | Potency, µM (top dose mostly 38.3 µM), inactives show at the top dose activation, hits mostly activators | actives 0.064% (n = 350,000) | AID 624291;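 also: potency is read from the fitted curve at half-maximal effect; 100% = response of the positive control SU9516; nearly all actives have a fitted effect of over 60% in size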
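Alpha7betagal+/- myoblasts (passage 13) were plated 16-24 hr, then exposed to compounds (1:260 dilution of DMSO stock) for 48 hours at 37C. After MPER lysis, β-galactosidase reporter activity was read as FDG fluorescence (ex 480/em 540) after 30 minutes.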
uPA generation – cell surface uPA generation inhibition; cell surface uPA generation assay, qHTS; Potency, µM (doses to about 38.3 µM), for the others: at the top dose activity change, negative = inhibition, most hits filed as inhibitors; actives 0.31% (n = 330,000); active = well fitted inhibition curve with a large enough effect; inconclusive = small, poorly fitted or top-dose-only effect; inactive = no such curve, though single readings can be large or run the other way; tested in mouse RAW 264.7 cells; also: potency is read from the fitted curve at half-maximal effect; % is scaled to controls: 0 for no effect and ±100 for the full control effect; nearly all actives have a fitted effect of over 55% in size
TSG101-PTAP inh – blocks PTAP/TSG101 interaction to inhibit HIV-1 budding; Potency, µM (top dose mostly 115 µM), for inactives: at the highest dose activity change, negative = inhibition, hits mostly inhibitors; Fluorescence polarization, FITC-PTAP peptide / Tsg101 binding; 340,000 tested, under 10 active; AID 493005; active = well fitted inhibition curve with a large enough effect in the main read-out, with a control signal flat, not every such curve was filed as active; inconclusive = small, poorly fitted or top-dose-only effect, or effect the other way, or a change in a side signal; inactive = no such curve, though single readings can be large or run the other way; also: potency is read from the fitted curve at half-maximal effect; % of control where 0% means no effect
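Tsg101 binding domain (10 uM final) was mixed with compound and a FITC-labeled PTAP peptide (50 nM final) in HEPES pH 7.5 buffer with NaCl, Tween 20, EDTA and TCEP; fluorescence polarization was read after 20 min at r.t.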
Eya2 inh – Eya2 (human) phosphatase inhibition; O00167; recombinant Eya2, OMFP fluorescence dephosphorylation (OMFP is methylfluorescein phosphate); Potency, µM (series often up to 76.9 µM), without a hit: at the highest dose activity, negative = inhibition, hits mostly inhibitors; actives 0.006% (n = 330,000); AID 488837; also: potency is read from the fitted curve at half-maximal effect; % is scaled to controls: 0 for no effect and ±100 for the full control effect
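Eya2 protein (added as 0.2 uM solution) was preincubated with compound for 10 min at ambient temperature in 50 mM HEPES pH 7.5, 50 mM NaCl, 5 uM MgCl2, 0.05% BSA, 1 mM DTT. OMFP (added at 50 uM) then reacted 10 min; fluorescence read at 485/525 nm.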
ASM inhibitor – human S-ASM enzyme inhibition | placental ASM, HMU-PC fluorogenic substrate, 60 min | Potency, µM (titrated, usually from 57.5 µM), inactives show top-dose activity change, negative = inhibition, hits mostly inhibitors | actives 0.006% (n = 340,000); also: potency is read from the fitted curve at half-maximal effect
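HMU-PC0 cleavage (9 uM final) by human placental ASM, 60 min at 37 °C following 10 min compound exposure at RT; stopped at pH 10, fluorescence Ex 386/Em 447 nm.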
TRPV1 agonist – human TRPV1 agonism; Q8NER1; TRPV1-expressing cells, Fluo-8 calcium influx, agonist mode; activation, % at 8.33 µM; actives 0.19% (n = 320,000); in the data active = activation above about 80%; inconclusive = between about 30% and that limit; also: 0% is about no effect
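Cells expressing TRPV1 were dye-loaded with Fluo-8 and read kinetically: 10 s baseline, 3 min after compound (agonist portion), then 2 min after EC20 capsaicin (allosteric enhancer portion). Calcium-bound dye fluorescence at 480/520 nm.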
USP2a inh – USP2a (human) protease inhibition; O75604; USP2 core, Ub-CHOP2 coupled fluorogenic reporter, 485/531; actives 0.01% (n = 330,000); AID 463254; Potency, µM (titrated, usually from 38.3 µM), for inactives: top-dose activity change, negative = inhibition, actives largely listed as inhibitors;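 also: potency is read from the fitted curve at half-maximal effect; plate controls were DMSO wells for no effect and full inhibition by NEM control for full effect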
Target sequence (O75604 whole entry, looked up): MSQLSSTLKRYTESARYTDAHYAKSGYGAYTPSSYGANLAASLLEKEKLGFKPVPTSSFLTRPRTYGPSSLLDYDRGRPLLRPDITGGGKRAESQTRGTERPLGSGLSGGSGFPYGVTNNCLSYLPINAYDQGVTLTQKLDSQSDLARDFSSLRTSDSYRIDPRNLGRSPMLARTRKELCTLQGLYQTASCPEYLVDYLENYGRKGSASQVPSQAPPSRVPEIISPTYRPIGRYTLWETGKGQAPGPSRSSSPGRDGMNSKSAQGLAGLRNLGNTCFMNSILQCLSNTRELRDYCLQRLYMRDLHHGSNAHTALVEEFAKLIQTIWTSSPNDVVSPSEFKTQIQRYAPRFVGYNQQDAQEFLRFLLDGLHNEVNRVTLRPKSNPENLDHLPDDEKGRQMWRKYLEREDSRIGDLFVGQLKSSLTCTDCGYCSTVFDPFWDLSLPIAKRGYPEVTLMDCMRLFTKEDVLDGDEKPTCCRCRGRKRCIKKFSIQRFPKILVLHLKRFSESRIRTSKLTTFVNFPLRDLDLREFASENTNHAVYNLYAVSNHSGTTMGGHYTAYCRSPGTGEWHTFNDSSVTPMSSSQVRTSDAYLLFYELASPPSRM
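Deubiquitinase activity read as fluorescence (485/531 nm) after Ub-CHOP2 cleavage activates the enterokinase reporter on its substrate; USP2 core 10nM, Ub-CHOP2 and substrate 25nM each, 30min compound preincubation then 60min RT; data normalized to NEM, curves fitted.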
ELG1 genotoxic – inducers of genotoxicity in HEK293T ELG1-luciferase cells; HEK293T ELG1-luciferase reporter, luminescence, 16 h; Potency, µM (series often up to 46 µM), for the others: at the highest dose activity change, positive = activation, actives largely listed as activators; actives 1.3% (n = 330,000); also: potency is read from the fitted curve at half-maximal effect; % of control where 0% means no effect; nearly all actives have a fitted effect of over 60% in size
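DMSO vehicle served as control against compound-treated ELG1-luciferase HEK293T cells; exposure lasted 16 hr at 37 °C and 5% CO2, followed by ONE-Glo luminescence detection after 30 min.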
BRCA1 expr act – activators of BRCA1 expression; MCF7-BRCA1-FFLuc reporter, luminescence, 48 h; response scale: scaled: vehicle 0%, 10 µM genistein 100%; Potency, µM (doses to about 46.1 µM), for inactives: at the highest dose activation, usual class: activators; actives 1.1% (n = 380,000); also: potency is read from the fitted curve at half-maximal effect; nearly all actives have a fitted effect of over 80% in size; some results filed as inactive show a strong effect at the top dose
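MCF7 cells carrying a BRCA1-firefly luciferase reporter (2000 cells/well, phenol-red free MEM) were attached for 2 h at 37 °C, then given compounds for 48 h. Luminescence was read 15 min after luciferase reagent; activity normalized to genistein (10 microM) and DMSO.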
p53 reactivation – re-activators of mutant p53 | H1299 p53-A138V BP100-luciferase reporter, luminescence, 24 h | Potency, µM (highest dose often 92.2 µM), without a hit: top-dose activity change, positive = activation, hits mostly activators | actives 0.063% (n = 320,000); also: potency is read from the fitted curve at half-maximal effect; % of control where 0% means no effect; nearly all actives have a fitted effect of over 45% in size
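H1299 (p53-null), stable ts p53-A138V + BP100-Luc; 1000 cells/well, Opti-MEM/10% FBS; cpd 4 pt, 1:5; 24 h, 37 deg C, 5% CO2; detection reagent 10 min RT; luminescence.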
B2AR arrestin – agonists driving beta-arrestin recruitment to human beta2-adrenergic receptor; P07550; beta-arrestin recruitment to beta2AR, cell-based reporter; Potency, µM (highest dose often 46.1 µM), for inactives: at the highest dose activation, most hits filed as activators; actives 0.02% (n = 330,000); AID 492947;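 also: potency is read from the fitted curve at half-maximal effect; 0% = DMSO controls and full agonism = EC100 isoproterenol or metaproterenol; nearly all actives have a fitted effect of over 65% in size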
Target sequence (P07550 whole entry, looked up): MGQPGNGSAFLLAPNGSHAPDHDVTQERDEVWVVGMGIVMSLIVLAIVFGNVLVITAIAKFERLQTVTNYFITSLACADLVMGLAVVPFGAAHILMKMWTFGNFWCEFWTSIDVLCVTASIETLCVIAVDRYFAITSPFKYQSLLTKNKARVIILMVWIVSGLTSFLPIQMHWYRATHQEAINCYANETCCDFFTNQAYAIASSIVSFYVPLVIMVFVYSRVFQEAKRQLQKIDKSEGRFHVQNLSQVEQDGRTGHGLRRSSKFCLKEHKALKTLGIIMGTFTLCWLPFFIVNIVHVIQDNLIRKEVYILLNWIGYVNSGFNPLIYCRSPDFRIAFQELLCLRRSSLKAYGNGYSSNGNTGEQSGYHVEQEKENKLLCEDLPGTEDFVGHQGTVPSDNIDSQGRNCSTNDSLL
The depositor's hits bear a star; i = inactive; ? = inconclusive; / = no result given; [ ] = dose if it differs, or a comment. Unless noted, calls follow the shape of the dose curve; as a rule, active = well fitted curve in the direction sought with a large enough effect; inconclusive = small, poorly fitted or top-dose-only effect, or another doubt; inactive = no such curve, though single readings can be large; an effect the other way counts as inactive or inconclusive.

SMILES | a7 integrin act | uPA generation | TSG101-PTAP inh | Eya2 inh | ASM inhibitor | TRPV1 agonist | USP2a inh | ELG1 genotoxic | BRCA1 expr act | p53 reactivation | B2AR arrestin
COc1ccc(/C=N/Nc2nnc(-c3ncc[nH]3)c3ccccc23)cc1 | -10% | -5% | -2% | -6% | 12% | -1 | 1% | 16% | 85% | 13% | -0.4%
O=C(Cc1ccc(Cl)cc1)Nc1ccccc1CO | 3% | 5% | 0% | 4% | 1% | ? | 2% | 1% | -3% | 0% | -0.3%
O=C(Nc1nc2ccc(Cl)cc2s1)C1CC1 | 39% | -9% | 1% | / | 5% | / | / | / | 6% | / | /
COc1ccc(CCNC(=O)C2CCC(C(C)(C)C)CC2)cc1OC (configuration not stated) | -1% | 0% | 2% | -21% | 1% | 0 | 1% | -18% | -3% | -14% | 0.1%
Cc1nnc(SCc2cnc(-c3ccc(C(C)C)cc3)s2)n1C | 9% | -1% | -6% | -7% | 2% | -1 | 3% | ? | 21%[1.84 µM] | ? | 0.1%
C=CCOC(=O)C1=C[C@H](c2ccc(Br)cc2)[C@@H](CCCO)[C@H](OCC)O1 | -36% | 24% | -7% | 0% | -5% | 20 | 1% | -6% | -5% | -1% | -0.6%
CCOC(=O)C1CCN(C(=S)Nc2ccc(Cl)cc2C)CC1 | 10% | 2% | -6% | -3% | 2% | 2 | 4% | -6% | -1% | 1% | 0.0%
CC(=O)N1CSCC1C(=O)N1CCN(c2ccc(N3CCOCC3)nn2)CC1 (configuration not stated) | -11% | -5% | -7% | 9% | 233%[activator] | 0 | 0% | -6% | 26% | ? | 0.1%
C=CCn1cnc2scc(-c3ccc(C)cc3)c2c1=O | -29% | -4% | -11% | 1% | 0% | 4 | 4% | 0% | -20% | -4% | -0.8%
COC(=O)[C@H](CCSC)NC(=O)NC1CCN(Cc2ccccc2)CC1 | -20% | 5% | -3% | 0% | 1% | 8 | 4% | 1% | 1% | -1% | 0.1%
Cc1ccc(S(=O)(=O)N2CCCC(C)C2)cc1 (configuration not stated) | 2% | 11% | -4% | 1% | 2% | 9 | -1% | -2% | -8% | / | 0.5%
COc1ccc(N2CCN(CCC(=O)c3ccc4ccccc4c3)CC2)cc1 | -65%[inhibitor] | ? | 2% | -4% | -2% | 23 | 0% | 2% | 15% | -11% | 0.5%
O=C(Nc1ccccc1Cl)Oc1ccc(Cl)cc1Cl | -4% | -17% | -2% | -14% | -1% | ? | -2% | 1% | 11% | 1% | -0.9%
CCOC(=O)COc1ccccc1/C=C1/NC(=O)NC1=O | -1% | 0% | -4% | -1% | 4% | 1 | -1% | -1% | -16% | 0% | -1.9%
COc1cc(-c2cc(C(=O)Nc3c(Cl)cc(Cl)cc3Cl)c3ccccc3n2)cc(OC)c1OC | -6% | -6% | 0% | 0% | ? | 7 | 0% | -14% | -43% | 4% | -0.5%
Cc1ccc(CSc2nnc(CCCCCNC(=O)OC(C)(C)C)o2)cc1 | -64%[inhibitor] | 0% | 0% | -9% | 3% | 23 | -1% | -13% | 0% | 9% | 0.0%
O=c1cnnc(Nc2ccc(Nc3ccccc3)cc2)[nH]1 | 0% | 6% | 0% | 12% | 2% | -1 | 10% | -1% | -6% | 1% | -0.1%
COc1cccc(NC(=O)CC2C(=O)NCCN2C(=S)Nc2ccc(F)cc2)c1 (configuration not stated) | -2% | 4% | -2% | -7% | -3% | -2 | 0% | 0% | 0% | -8% | -0.1%
Cc1ccc(N2C(=O)C3C4C=CC(CNC(=S)N5CCN(c6cccc(C)c6)C(C)C5)(O4)C3C2=O)cc1 (configuration not stated) | -24% | -4% | -1% | 2% | -2% | ? | 2% | 4% | -2% | 4% | 0.4%
COc1ccc(NC(=O)C2CCC(=O)N2S(=O)(=O)c2ccc(C)cc2)c(OC)c1 (configuration not stated) | 24% | / | -2% | / | 2% | -2 | / | / | 16% | / | /
C=CCc1cc(OC)ccc1OCCCCn1cncn1 | ? | 9% | -5% | 3% | -4% | 8 | 1% | -3% | 0% | -20% | -1.1%
NC(=O)c1ccccc1NC(=O)Nc1ccc(F)c(Cl)c1 | -18% | -23% | -4% | 6% | -2% | 1 | 8% | 5% | 25% | -2% | -0.3%
COCCCNC(=O)c1ccc2c(=O)n(Cc3ccccc3OC)c(=S)[nH]c2c1 | 2% | -3% | 2% | -2% | 11% | 1 | -3% | -5% | 4% | 1% | -0.1%
Cc1cc2cc(C#N)c(NCCNC(=S)NCCCN3CCOCC3)nc2cc1C | -19% | -4% | -1% | -8% | i | 23 | 0% | 0% | -51% | -6% | 3.6%
CCCCSc1nnc(-c2ccccc2NC(C)=O)c(=O)[nH]1 | -2% | 0% | 1% | 1% | -4% | 0 | 2% | 3% | 2% | -2% | -0.8%

The list goes on.
SMILES | a7 integrin act | uPA generation | TSG101-PTAP inh | Eya2 inh | ASM inhibitor | TRPV1 agonist | USP2a inh | ELG1 genotoxic | BRCA1 expr act | p53 reactivation | B2AR arrestin
Cc1nc(SCC(=O)O)c(C#N)c(-c2ccco2)c1C(=O)N(C)C | -16% | -4% | -5% | 5% | -1% | -2 | 0% | 0% | -1% | 3% | -0.2%
O=C(/C=C/c1ccco1)NC(=S)Nc1cccc(-c2nc3ccccc3s2)c1 | -8% | -14% | 0% | / | -12% | / | / | / | -32% | / | /
CCOC(=O)c1ccccc1NC(=O)CN(c1ccccc1OCC)S(C)(=O)=O | -55%[inhibitor][7.66 µM] | 2% | -2% | -8% | -4% | 1 | 0% | -7% | -27% | -1% | -0.4%
CCc1ccccc1NC(=O)CCc1nc(-c2ccc(C)cc2)no1 | -10% | 2% | 0% | 7% | 0% | -3 | 1% | 4% | -6% | -1% | -0.2%
Cc1cc(CN(C)C(=O)CCc2nnc(Cc3cccc(C(F)(F)F)c3)o2)on1 | -28% | 4% | -6% | -6% | 3% | 3 | 0% | ? | ? | 12% | -0.4%
CCOC(=O)c1ccc(NC(=O)c2nc[nH]c2C(=O)N[C@@H](Cc2ccccc2)C(=O)OC(C)(C)C)cc1 | 0% | -5% | -1% | -3% | -20% | 3 | 1% | -11% | -53% | 0% | -0.3%
CC1CCCN(S(=O)(=O)c2cc3c4c(c2)CCN4C(=O)CC3)C1 (configuration not stated) | -16% | -3% | -4% | -8% | -2% | 1 | 1% | -4% | -8% | -2% | 0.2%
Fc1ccc(COc2ccccc2-c2ccnc3ncnn23)cc1 | -29% | -1% | -4% | -5% | 8% | 3 | 0% | ? | 15% | 2% | -0.1%
O=C(NC1CCCCC1)c1ccc(NS(=O)(=O)c2cccc3cccnc23)cc1 | 22% | -4% | -6% | -13% | -3% | -2 | 0% | -8% | 23% | -3% | -0.2%
O=C1NC(c2cccc(Cl)c2)Oc2ccccc21 (configuration not stated) | -27% | -1% | -3% | -1% | -4% | -2 | -1% | 2% | 29% | / | -0.6%
Cc1ccc(C)c(S(=O)(=O)N2CCN(Cc3cc4c(cc3O)OCO4)CC2)c1 | -28% | -2% | -4% | -4% | 3% | 17 | 0% | 0% | -2% | 0% | -0.3%
O=C(CSc1nnc(NC(=O)c2ccc3c(c2)OCO3)s1)NCc1ccco1 | 5% | -7% | -5% | 5% | -3% | -3 | 0% | ? | 24% | -5% | 0.5%
CCOC(=O)c1ccc(NC(=O)C2(c3ccc(OC)cc3)CCOCC2)cc1 | -6% | 6% | -2% | 10% | -6% | -1 | 0% | 0% | -33% | -6% | 0.2%
O=C(NCc1ccco1)c1ccc(Cn2c(=O)c3ccccc3n(Cc3cccc(F)c3)c2=O)cc1 | -35% | -4% | -5% | 30% | -5% | 7 | 7% | 3% | -47% | -1% | -0.1%
Cc1ccc(C)c(NC(=O)CN(C)C(=O)COc2ccc3ccccc3c2)c1 | 12% | 1% | 2% | -5% | -2% | / | -2% | -2% | -27% | 11% | -0.6%
O=C(CN1CCC(n2cnc3cc(F)ccc32)CC1)Nc1ccccc1Br | 1% | 14% | 1% | -9% | -1% | 18 | 1% | -3% | -11% | -6% | -0.1%
CCC(=O)N1CCCc2cc(S(=O)(=O)N3CCC(N4CCCCC4)CC3)ccc21 | 5% | 1% | -1% | -4% | 2% | 0 | -1% | 1% | -10% | 2% | 0.0%
Cc1[nH]c2ccccc2c1/C=N/NC(=O)CNC(=O)c1ccc2c(c1)OCCO2 | -36%[inhibitor] | 7% | 3% | -3% | -14% | -5 | 2% | -10% | -33% | -5% | -0.5%
COc1ccc(-c2oc(NC(=O)c3ccc(C)cc3)c(C#N)c2-c2ccc(OC)cc2)cc1 | 8% | 4% | 0% | 7% | -7% | ? | 3% | 8% | -1% | 9% | -0.3%
